Source: PubChem BioAssay (several laboratories)
KCNQ1 act: potentiators or activators of KCNQ1 channel, primary screen, cell-based, thallium flux, high-throughput. CHO-K1 KCNQ1, thallium flux FluxOR fluorescence; stronger effect = higher value. B-score at 10 µM. actives 0.35% (n = 310,000);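 active = fluorescence ratio B-score, a plate-corrected score, at least three library SD, with initial intensity B-score within 5 SD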
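Test system: CHO-K1 cells stably expressing KCNQ1 / Medium: assay buffer / Also added: depolarizing K+/Tl+ stimulus, K2SO4 and Tl2SO4 each 12.5 mM in 5x stock / Incubation: 90 min dye loading and 20 min compound exposure, both at room temperature / Signal: thallium influx via FluxOR fluorescence, kinetic imaging / Evaluation: B score of baseline-normalized fluorescence ratio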
DYRK1A inh: rat Dyrk1A kinase inhibitors, primary screen, biochemical, single point, plate reader | Dual specificity tyrosine-phosphorylation-regulated kinase 1A (Rattus norvegicus), Q63470 | ADP-Glo luminescence, NFATc1 peptide | inhibition, % at 12.5 µM | actives 0.43% (n = 310,000) | AID 504441, 2011; in the data active = inhibition above about 50%;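 also: plate controls were vehicle with enzyme for no effect and no enzyme for full effect; many of its hits are not listed in these tables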
KCNK3 block: human KCNK3 channel inhibitors, primary screen, CHO cells, FluxOR thallium flux, B-score | FluxOR fluorescence; stronger effect = lower value | B-score at 10 µM | actives 0.84% (n = 340,000);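 active = B-score under library mean minus 4 SD, starting fluorescence ratio at most library mean plus 5 SD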;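 also: more negative B-score means stronger inhibition of thallium flux through KCNK3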
RGS4 act: RGS4 potentiators or activators, primary screen, cell-based, HEK293 M3R inducible RGS4, calcium flux | carbachol calcium flux Fluo4; stronger effect = lower value | B-score at 10 µM | actives 0.92% (n = 310,000);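 active = B-score of the integrated calcium signal more than 4 SD below the library mean, with starting fluorescence not abnormally high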;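 also: negative B-score means reduced calcium response which marks RGS4 activation or potentiation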
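Material: Inducible-RGS4 HEK293 cells carrying M3 receptor; also added: carbachol at ECmax as muscarinic agonist stimulus; incubation: compound preincubation 20 min at room temperature before agonist; signal: Fluo4-AM (2 µM) calcium-flux fluorescence, kinetic read; measure: integrated calcium ratio converted to B score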
PolyA inh: polyadenylation inhibitors in yeast reporter cells, primary screen, luminescence, S. cerevisiae. S. cerevisiae SKY197-pL101 polyadenylation reporter, beta-gal luminescence; efflux-impaired pdr1/pdr3 knockout yeast; score 100 = 6 SD above DMSO. calls only at 12 µM. actives 0.02% (n = 300,000). AID 1875, 2009;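 active = lowest replicate activity score at least 50, where 100 means six control SD above control mean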;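 also: yeast exposed to compound for 9 h at 30 °C; higher score means more reporter readthrough which indicates perturbed polyadenylation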
hERG protect: hERG rescue from dofetilide block, primary screen, cell-based, CHO-hERG, FluxOR thallium flux, dofetilide IC70; Voltage-gated inwardly rectifying potassium channel KCNH2 (Homo sapiens), Q12809; dofetilide IC70 present; activation (rescue from dofetilide block), less the hit threshold, % at 10 µM; actives 0.51% (n = 310,000); AID 1511, 2009;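 active = activation above the mean of controls blocked by dofetilide plus 5 SD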;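 also: thallium influx through hERG after potassium depolarization seen as dye fluorescence rise; in these data hits start at about 4.7%; inactives centre near -7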
KCNQ1 inh: inhibitors of human KCNQ1 channel, primary screen, cell-based, thallium flux, high-throughput; CHO-K1 KCNQ1, FluxOR thallium flux fluorescence; stronger effect = higher value; B-score at 10 µM; actives 1.3% (n = 310,000); AID 2642, 2010;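 active = compounds whose thallium flux B-score, printed positive for inhibition, exceeds three library SD while starting fluorescence stays within three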;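 also: channel opened by potassium depolarization with thallium stimulus after 20 min compound exposure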
HDAC3 inhib: HDAC3 deacetylase inhibitors, primary screen, biochemical, fluorescence, cell-free homogeneous; recombinant HDAC3, fluorogenic peptide/trypsin coupled; inhibition, % at 8.3 µM; actives 0.15% (n = 320,000); in the data active = inhibition above about 26%, passing the limit was not always enough
Target sequence (O15379 whole entry, looked up): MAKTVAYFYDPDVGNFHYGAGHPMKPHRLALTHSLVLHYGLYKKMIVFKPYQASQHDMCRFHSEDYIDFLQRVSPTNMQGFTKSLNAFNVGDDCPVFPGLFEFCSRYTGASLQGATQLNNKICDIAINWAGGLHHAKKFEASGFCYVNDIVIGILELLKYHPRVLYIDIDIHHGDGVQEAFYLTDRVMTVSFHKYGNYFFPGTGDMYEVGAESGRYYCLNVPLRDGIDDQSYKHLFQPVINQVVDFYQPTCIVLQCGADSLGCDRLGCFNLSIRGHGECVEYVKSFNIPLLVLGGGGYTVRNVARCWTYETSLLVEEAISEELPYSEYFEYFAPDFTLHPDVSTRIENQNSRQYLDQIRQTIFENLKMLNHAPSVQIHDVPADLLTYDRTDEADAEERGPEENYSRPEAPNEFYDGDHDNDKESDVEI
KCNK9 inh: KCNK9 potassium channel inhibitors, primary screen, HEK293 cells, thallium flux; AID 488922, 2010; FluxOR thallium flux fluorescence; stronger effect = lower value; Potassium channel subfamily K member 9 (Homo sapiens), Q9NPC2; B-score at 10 µM; actives 1.2% (n = 310,000);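 active = ratio B-score over 3 SD below the library mean, with starting fluorescence within 5 SD of its mean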;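 also: negative B-score means less thallium flux so channel inhibition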
Target sequence (Q9NPC2 whole entry, looked up): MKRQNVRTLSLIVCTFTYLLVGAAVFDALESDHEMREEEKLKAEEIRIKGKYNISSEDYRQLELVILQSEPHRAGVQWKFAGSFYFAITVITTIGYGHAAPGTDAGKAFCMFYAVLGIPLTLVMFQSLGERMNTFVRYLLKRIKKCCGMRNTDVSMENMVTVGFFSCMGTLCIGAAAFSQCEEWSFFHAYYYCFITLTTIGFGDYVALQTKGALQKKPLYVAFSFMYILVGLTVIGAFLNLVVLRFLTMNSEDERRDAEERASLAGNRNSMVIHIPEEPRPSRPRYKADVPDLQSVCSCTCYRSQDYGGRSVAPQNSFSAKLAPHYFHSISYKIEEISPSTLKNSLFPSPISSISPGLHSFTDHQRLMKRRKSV
GSK3B inh: human GSK3beta kinase inhibitors, primary screen, biochemical, cell-free homogeneous, HTS; Glycogen synthase kinase-3 beta (Homo sapiens), P49841; GST-GSK3beta kinase, ADP-Glo luminescence, 60 min; stronger effect = lower value; actives 0.038% (n = 300,000); activity score (negative = inhibition), % at 10 µM;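 active = more than half of replicate wells score below -50%, meaning over 50% inhibition versus plate controls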;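 also: 0% = median DMSO wells and -100% = median GW8510 positive control wells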
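Test system: GST-tagged human GSK3beta kinase, cell-free; evaluation: activity score scaled between in-plate DMSO and GW8510 controls; measured by: ADP-Glo luminescence; incubation: 60 min reaction, RT; benchmarks: DMSO and 20 µM GW8510; reagent: peptide substrate plus 25 µM ATP (final); medium: Tris/MgCl2 kinase buffer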
GSK3A inh: blockers of GSK3A enzyme activity – biochemical, luminescence, cell-free homogeneous, HTS, primary screen; Glycogen synthase kinase-3 alpha (Homo sapiens), P49840; GSK-3 alpha kinase, ADP-Glo luminescence, 60 min; inhibition, % at 10 µM; actives 0.1% (n = 320,000);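 in the data active = inhibition above about 50%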;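 also: GST-tagged GSK-3 alpha with peptide substrate and 25 µM ATP; 0% = DMSO neutral wells and 100% = GW8510 positive control wells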
An asterisk follows results filed as active; i = inactive; · = no result given. The list is partial; count on the stated rates, not on these rows.

SMILES	KCNQ1 act	DYRK1A inh	KCNK3 block	RGS4 act	PolyA inh	hERG protect	KCNQ1 inh	HDAC3 inhib	KCNK9 inh	GSK3B inh	GSK3A inh
CN1C(=O)/C(=C/c2ccccc2OCc2ccc(C(=O)O)cc2)NC1=S	i	-2	i	i	i	-4	i	1	i	4	-4
COC(=O)CN(c1ccc(OC)cc1OC)S(=O)(=O)c1ccccc1[N+](=O)[O-]	i	4	i	i	i	-6	i	1	i	-6	-3
Cc1nnc(SCC(=O)Nc2ccc(S(=O)(=O)Nc3ccc(Cl)nn3)cc2)s1	i	-2	i	i	·	-4	i	0	i	-1	·
CCCOc1ccc(/C=C/c2[nH]c(=O)[nH]c(=O)c2[N+](=O)[O-])cc1OCC	i	19	i	i	i	-7	i	-2	i	4	2
CCCOc1ccc(CC(=O)NCCc2ccccc2)cc1OC	i	-2	i	i	i	-7	i	1	i	0	-2
Cc1cc(C(=O)NNC(=O)/C=C/c2ccccc2Cl)c(C)o1	i	5	i	i	i	-8	i	5	i	1	1
CCN1C(=C(C#N)C#N)C=Cc2cc(C)ccc21	i	-1	i	i	i	-6	i	10	i	-9	3
CCOC(=O)N1CCN(C(=O)CNC(=O)c2nn(-c3ccc(OC)cc3OC)c(=O)c3ccccc23)CC1	i	3	i	i	i	-11	i	3	i	-1	0
O=C(COc1ccccc1)NCCSCc1ccc(Cl)cc1	i	-4	i	i	i	-8	i	6	i	2	-4
COc1cccc(C(=O)O/N=C(\N)c2ccccn2)c1	i	40	i	i	i	5.2*	i	2	i	·	46
COc1cc2c(cc1OC)C(NC(=O)c1ccc(C)cc1)CC2=O (centres undefined)	i	-6	i	i	i	0	i	6	i	-1	-1
O=S(=O)(N/N=C\c1cccc(F)c1)c1ccccc1	i	-5	i	i	i	1	i	2	i	1	-2
Cc1cc(S(=O)(=O)NC2CCN(Cc3ccccc3)CC2)c(C)cc1Cl	i	19	i	i	i	-16	i	-5	i	-1	-3
C[C@@H]1NC(=O)[C@H](CCCN=C(N)N)NC(=O)c2cc([N+](=O)[O-])cc(I)c2NCCC[C@@H](C(N)=O)NC1=O	i	0	i	i	i	-2	i	1	i	-3	4
CC(C)C1Cc2c(sc3ncnc(NN)c23)CO1 (centres undefined)	i	3	i	i	i	-5	i	-10	i	1	1
O=C(O)CCC(=O)Nc1cccc(-c2nc3ccccc3o2)c1	i	2	i	i	i	1	i	-5	i	-1	-3
CC(=O)Nc1ccc(N2C(=O)CSC2c2ccccc2[N+](=O)[O-])cc1 (centres undefined)	i	-7	i	i	i	4	i	-3	i	0	-3
CCCn1nc(NS(=O)(=O)c2cccc3nonc23)c2cc3cc(C)ccc3nc21	i	-1	i	i	i	-8	i	2	i	5	-2
O=C(COc1ccc([N+](=O)[O-])cc1)NNC(=O)Nc1ccc([N+](=O)[O-])cc1	i	7	i	i	i	2	i	9	i	0	-1
Cc1ccc(NC(=O)c2cc(S(=O)(=O)N3CCc4ccccc43)cn2C)cc1	i	7	i	i	i	-8	i	-10	i	1	0
CC1CCN(CC(=O)NCc2ccccc2)CC1	i	-10	i	i	i	-8	i	10	i	2	0
COC(=O)c1cccc(C23CC4(C2)[C@H](CN(Cc2ccc(-c5ccccc5)cc2)[C@@H]4c2ccccc2)C3c2ccc(C(F)(F)F)cc2)c1 (some centres undefined)	i	·	·	i	i	-8	i	-12	i	4	-1
Cc1ccc(C(=O)COc2cc(O)c3c(=O)cc(-c4ccccc4)oc3c2)cc1	i	2	i	i	i	-1	i	0	i	2	0
CCCC[C@@H]1CN=C(N)N1CCCC	i	4	i	i	i	-4	i	-1	i	2	-2
CC(C)C(C)NC(=O)COc1nc2ccccc2nc1N(C)C1CCCCC1 (centres undefined)	i	-4	i	i	i	-6	i	-9	i	7	5
Following part:
SMILES	KCNQ1 act	DYRK1A inh	KCNK3 block	RGS4 act	PolyA inh	hERG protect	KCNQ1 inh	HDAC3 inhib	KCNK9 inh	GSK3B inh	GSK3A inh
CCOc1ccc(Cl)cc1CNc1nnnn1CC	i	13	i	i	i	-11	i	-3	i	2	1
COc1ccccc1C(=O)NC(=O)COC(=O)c1ncc(Cl)c(Cl)c1Cl	i	-6	i	i	i	-4	i	0	i	0	-2
CCCN(CCC)C(=S)Nc1cc(C(=O)OC)ccc1C(=O)OC	i	1	i	i	i	-11	i	0	i	17	-1
COC(=O)/C(=N/Nc1ccccc1C)N1CCCc2ccccc21	i	·	i	i	i	-11	i	-4	i	-4	-3
CC(=O)Nc1ccc(S(=O)(=O)NNC(=O)C(=O)NNc2ccccn2)cc1	i	12	i	i	i	-7	i	4	i	-5	-3
CSCCC(=O)Nc1ccc(C(C)=O)cc1	i	-4	i	i	i	-5	i	-10	i	2	-1
[N-]=C=C1C(=O)NC(=O)C([n+]2ccc(-c3ccncc3)cc2)C1c1ccccc1C(F)(F)F (centres undefined)	i	14	i	i	i	-7	i	-5	i	-3	7
S=C(NC1CCCCC1)N1CCn2cccc2C1c1ccncc1 (centres undefined)	i	2	i	i	i	-17	i	5	i	0	0
COc1ccc(S(=O)(=O)N2CCC(N3CCCCC3)CC2)cc1	i	-1	i	i	i	2	i	1	i	0	-1
O=C(C1CC1)N1CCC(c2nc(-c3ccc(S(=O)(=O)NCC4CCCO4)cc3)no2)CC1 (centres undefined)	i	-1	i	i	i	0	i	-1	i	-1	0
O=C(CCN1C(=O)/C(=C\c2cccs2)SC1=S)Nc1ccccn1	i	-5	i	i	i	-1	i	3	i	-1	-1
COc1ccc(C)cc1NC(=O)CCNC(=O)Cn1cnc2ccccc2c1=O	i	-3	i	i	i	-6	i	-1	i	-5	-1
CC(C)Nc1nnc(SCC(=O)Nc2ccc3c(c2)C(=O)c2ccccc2C3=O)s1	i	10	i	-11*	i	-9	i	12	i	1	-2
Nc1nnc(C(c2ccccc2)c2ccccc2)s1	i	-3	i	i	i	-8	i	-1	i	-1	2
COc1cc(NC(=O)COc2cc(O)c3c(c2)OC(C)(C)CC3=O)cc(OC)c1	i	5	i	i	i	-5	i	3	i	0	-2
O=C(COC(=O)/C=C/c1cccs1)Nc1nc(-c2ccccc2)cs1	i	-1	i	i	i	-3	i	-8	i	-2	-1
Nn1c(SCC(=O)N2CCCc3ccccc32)nnc1-c1ccc(Cl)cc1	i	2	i	i	i	-3	i	3	i	1	0
O=C(CCCN1C(=O)c2cccc3cccc(c23)C1=O)N1CCN(c2ncccn2)CC1	i	-5	i	i	·	-7	i	7	i	3	-1
COc1cccc(-c2nc(CS(=O)(=O)CC(=O)NCc3ccc4c(c3)OCO4)c(C)o2)c1	i	-6	i	i	i	-9	i	3	i	-2	-2
COc1ccc(CCNS(=O)(=O)c2cccc([N+](=O)[O-])c2)cc1OC	i	-2	i	i	i	-6	i	1	i	2	-2
CC(/C=N/Nc1nc2ccccc2[nH]1)=C\c1ccccc1	i	1	i	i	i	-5	i	-5	i	-1	7
O=C(CNC(=O)c1cccc(F)c1)N/N=C/c1cccc([N+](=O)[O-])c1	i	-9	i	i	i	-1	i	0	i	3	-1
Oc1cccc2ccc(/C=C/c3c(F)cccc3Cl)nc12	i	-6	i	i	i	-5	i	-5	i	-2	-2
COc1ccccc1C(=O)C1CCCN(C(=O)C2CCCC2)C1 (centres undefined)	i	15	i	i	i	-12	i	-1	i	0	-2
NC(=O)C(Cc1ccccc1)NS(=O)(=O)c1ccc(N2CCCC2=O)cc1 (centres undefined)	i	-2	i	i	i	-5	i	0	i	1	-4

Entries above with an NH in an aromatic ring (two):
SMILES	KCNQ1 act	DYRK1A inh	KCNK3 block	RGS4 act	PolyA inh	hERG protect	KCNQ1 inh	HDAC3 inhib	KCNK9 inh	GSK3B inh	GSK3A inh
CCCOc1ccc(/C=C/c2[nH]c(=O)[nH]c(=O)c2[N+](=O)[O-])cc1OCC	i	19	i	i	i	-7	i	-2	i	4	2
CC(/C=N/Nc1nc2ccccc2[nH]1)=C\c1ccccc1	i	1	i	i	i	-5	i	-5	i	-1	7

(more compounds)
SMILES	KCNQ1 act	DYRK1A inh	KCNK3 block	RGS4 act	PolyA inh	hERG protect	KCNQ1 inh	HDAC3 inhib	KCNK9 inh	GSK3B inh	GSK3A inh
CC(C)C(=O)Nc1cccc(C(=O)N2CCCCC2C)c1 (centres undefined)	i	3	i	i	i	1	i	1	i	2	-2
CCOC(=O)c1ccc(NS(=O)(=O)c2ccc3c(c2)NC(=O)CCS3)cc1	i	-4	i	i	i	-6	i	2	i	-25	-3
NC(=S)NN=C(Cc1ccccc1)Cc1ccccc1	i	·	i	i	i	-21	i	0	i	2	0
CCCCCNC(=O)c1ccc2c(=O)[nH]c3c(C(=O)NCC4CCCO4)sc(=S)n3c2c1 (centres undefined)	i	1	i	i	i	-20	i	8	i	-2	18
COC(=O)c1ccccc1NC(=S)NC(NC(=O)COc1ccccc1)C(Cl)(Cl)Cl (centres undefined)	i	-3	i	i	i	-3	i	13	i	1	-3
Cc1cc(OCC(=O)NC2CC(C)(C)NC(C)(C)C2)c(C)cc1Br	i	3	i	i	i	-9	i	3	i	-4	-1
COCc1cc(CN2CCCC2)c(O)c2ncccc12	i	-2	i	i	i	-4	i	1	i	-1	-2
N#CCN1CCC/C1=C\[N+](=O)[O-]	i	3	i	i	i	-5	i	15	i	3	-1
Cc1cccc(N2C(=O)CC(Sc3nccc(C)n3)C2=O)c1 (centres undefined)	i	-6	i	i	i	-8	i	-2	i	4	0
Cc1cc(C)n(C(=O)c2cccc(S(=O)(=O)N3CCOCC3)c2)n1	i	-2	i	i	i	-11	i	8	i	-1	-6
O=C(CSc1ccc2ccccc2n1)c1ccc2c(c1)OCO2	i	10	i	i	i	-5	i	12	-8.3*	2	-3
